# TRHR PAM: allosterically enhances the human TRH receptor | P34981 | TRHR cells, fluo-8 calcium fluorescence, EC20 TRH enhancement | enhancement, % at 2 µM | hit rate 0.66% among 360,000; in the data active means enhancement above about 30%; further: 0% is about no effect
#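 TRHR-expressing cells loaded with fluo-8 calcium dye were read kinetically (ex 480/em 530) during compound addition, then stimulated with an EC20 of TRH (10 nM final). Enhancement of the Gq-mediated intracellular calcium response was scored.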
# IDH1 R132H inh: human IDH1 R132H inhibition; O75874; IDH1-R132H enzyme, NADPH consumption, diaphorase/resazurin fluorescence; Potency, µM (doses to about 76.6 µM), inactives show top-dose activity change, negative = inhibition, usual class: inhibitors; hit rate 0.093% among 390,000; AID 602179; further: potency means the concentration at half of the fitted maximal effect; on the % scale 0 is the no-effect control and ±100 the full control effect; nearly all actives have a fitted effect of over 65% in size
#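 IDH1-R132H (0.5 ug/mL dispensed) in pH 7.5 Tris buffer was preincubated 30 min with compound, then given a substrate mix of 0.016 mM NADPH and 2 mM alpha-KG for 80 min at room temperature; remaining NADPH was read by diaphorase/resazurin fluorescence.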
# D2 antagonist: antagonists of human D2 dopamine receptor. P14416. HEK293 TREx D2 cells, calcium flux, dopamine EC80. inhibition, % at 10 µM. hit rate 2% among 340,000. AID 485344; in the data active means inhibition above about 30%; further: 0% is about no effect
#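 HEK293 T-REx D2 cells, tet-induced, calcium dye no-wash. Cpd pintool add, 180 s kinetic, then EC80 DA, 180 s kinetic. Ca flux read.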
# USP1 inh: USP1/UAF1 (human) deubiquitinase inhibition. O94782. recombinant USP1/UAF1, Ub-Rhodamine cleavage fluorescence. Potency, µM (doses to about 57.1 µM), for the others: top-dose activity change, negative = inhibition, hits mostly inhibitors. hit rate 0.23% among 390,000. AID 743255; further: potency means the concentration at half of the fitted maximal effect; on the % scale 0 is the no-effect control and ±100 the full control effect; nearly all actives have a fitted effect of over 60% in size; inactives centre near -12
# Target sequence (O94782 whole entry, looked up): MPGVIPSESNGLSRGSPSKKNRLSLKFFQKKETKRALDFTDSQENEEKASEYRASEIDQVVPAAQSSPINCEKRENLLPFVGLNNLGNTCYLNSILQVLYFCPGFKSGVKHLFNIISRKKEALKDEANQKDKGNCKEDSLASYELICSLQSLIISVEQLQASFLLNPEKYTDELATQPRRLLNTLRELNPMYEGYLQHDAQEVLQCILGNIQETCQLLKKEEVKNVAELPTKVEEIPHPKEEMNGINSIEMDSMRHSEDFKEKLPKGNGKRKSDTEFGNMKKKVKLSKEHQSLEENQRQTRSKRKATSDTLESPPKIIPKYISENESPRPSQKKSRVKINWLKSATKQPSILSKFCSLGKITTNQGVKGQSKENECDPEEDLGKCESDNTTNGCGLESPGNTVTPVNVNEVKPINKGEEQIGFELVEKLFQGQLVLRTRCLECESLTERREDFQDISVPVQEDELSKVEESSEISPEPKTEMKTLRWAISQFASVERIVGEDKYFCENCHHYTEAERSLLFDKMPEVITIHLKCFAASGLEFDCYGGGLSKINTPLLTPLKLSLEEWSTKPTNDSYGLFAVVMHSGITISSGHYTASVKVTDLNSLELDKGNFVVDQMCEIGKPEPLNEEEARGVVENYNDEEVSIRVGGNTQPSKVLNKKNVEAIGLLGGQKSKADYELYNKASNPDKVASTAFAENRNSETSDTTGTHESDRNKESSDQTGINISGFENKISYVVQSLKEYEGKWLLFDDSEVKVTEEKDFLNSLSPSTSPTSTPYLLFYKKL
#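 1 nM enzyme complex + cpd, 15 min RT; start with Ub-Rho 150nM final; kinetic fluorescence ex 480/em 540, 6 reads q60 s. Buffer 50mM HEPES pH 7.8, 0.5mM EDTA, 0.1 mg/ml BSA, 1mM TCEP, 0.01% Tween-20.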
# TrxR1 inh: inhibitors of rat thioredoxin reductase 1. O89049. recombinant rTrxR1, NADPH fluorescence consumption, selenite substrate. Potency, µM (highest dose often 114 µM), for the others: at the top dose activity change, negative = inhibition, hits mostly inhibitors. hit rate 1% among 390,000. AID 588453; further: potency means the concentration at half of the fitted maximal effect; on the % scale 0 is the no-effect control and ±100 the full control effect; nearly all actives have a fitted effect of over 65% in size
#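 Rat TrxR1 (90 nM in the dispensed reagent) was pre-reduced with 400 uM NADPH for 5 min at room temperature, then incubated with compound for 15 min. After 400 uM selenite was added, NADPH fluorescence (Ex 340/Em 450 nm) was followed for 8 min.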
# TrxR1 substrate: is turned over as a substrate by rat TrxR1; O89049; purified TrxR1 substrate turnover, NADPH consumption readout; Potency, µM (titrated, usually from 114 µM), inactives show at the highest dose activity change, negative = substrate turnover; hit rate 0.01% among 390,000; further: potency means the concentration at half of the fitted maximal effect; on the % scale 0 is the no-effect control and ±100 the full control effect; nearly all actives have a fitted effect of over 50% in size
#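 Rat TrxR1, dispensed at 90 nM, was prereduced with 400 uM NADPH (final) for 5 min at ~22 deg C, then incubated with compound 15 min before 400 uM selenite. A first-read NADPH fluorescence drop versus no-compound background flagged substrates.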
# Pin1 inhibitor: human Pin1 inhibition | Q13526 | Pin1 FP peptide displacement, HiFluor488, 10 min | Potency, µM (top dose mostly 115 µM), without a hit: at the top dose activity, negative = inhibition, hits mostly inhibitors | hit rate 0.009% among 390,000 | AID 504891; active means well fitted inhibition curve with a large enough effect in the polarisation, with a control signal flat, not every such curve was filed as active; inconclusive means small, poorly fitted or top-dose-only effect, or effect the other way, or a change in a side signal; inactive means no such curve, though single readings can be large or run the other way; the % refers to the polarisation; further: potency means the concentration at half of the fitted maximal effect; on the % scale 0 is the no-effect control and ±100 the full control effect
# Target sequence (Q13526 whole entry, looked up): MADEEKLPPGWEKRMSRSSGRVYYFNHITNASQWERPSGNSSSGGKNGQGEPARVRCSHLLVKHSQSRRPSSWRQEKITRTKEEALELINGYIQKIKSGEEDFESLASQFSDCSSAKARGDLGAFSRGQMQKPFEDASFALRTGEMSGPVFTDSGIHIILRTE
# TRHR agonist: activates the human TRH receptor; P34981; hit rate 0.18% among 360,000; TRHR cells, calcium flux fluo-8, FDSS agonist mode; activation, % at 2 µM; in the data active means activation above about 30%; further: 0% is about no effect
#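 Fluo-8-loaded TRHR cells; 10 s baseline, compound added, kinetic Ca2+ fluorescence read 1/s, agonist mode.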
# D2 agonist: agonists of human D2 dopamine receptor | activation, % at 2 µM | P14416 | hit rate 0.53% among 340,000 | HEK293 T-REx D2 cells, calcium flux agonist mode;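 active means activation over 3 SD above normal in the single-dose calcium agonist read, cut at about 30% in these data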; further: 0% is about no effect
#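 HEK293 Trex D2 cells, tetracycline-induced, o/n 30 C 5% CO2; no-wash Ca dye, RT 30–90 min; 10-cycle baseline, 23 nl cpd added, kinetic Ca read 180 s; agonist hits = positive Ca response.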
# * hit, by the source's call; ? = inconclusive; nt = not tested or not shown; & = joins results of further samples; [ ] = another dose, or the depositor's remark. Unless noted, the call rests on the fitted dose curve; in most records, active means well fitted inhibition curve with a large enough effect; inconclusive means small, poorly fitted or top-dose-only effect; inactive means no such curve, though single readings can be large or run the other way. This is a subset; the hit share may differ from the screen's.
SMILES,TRHR PAM,IDH1 R132H inh,D2 antagonist,USP1 inh,TrxR1 inh,TrxR1 substrate,Pin1 inhibitor,TRHR agonist,D2 agonist
CC(C)(C)NC(=O)COc1ccccc1C#N,3,-9%,-7,-5%,16%,0%,-2%,0.2,0.8
N#Cc1ccc(C23CC4(C2)[C@H](CN(Cc2ccc(-c5ccccc5)cc2)[C@@H]4c2ccccc2)C3c2ccc(Cl)nc2)cc1 (stereo partly drawn),1,0%,-15,-19%,-3%,5%,32%[activator],-0.1,1.1
O=C(CC1C(=O)NCCN1Cc1ccc(-c2ccccc2)cc1)NCCCn1cccn1 (stereo not drawn),-3,-5%,nt,-5%,6%,1%,-7%,0.0,nt
Cc1ccccc1OCC(=O)NCC(=O)N/N=C/C=C/c1ccccc1,3,nt,5,nt,nt,nt,nt,-0.4,0.0
CCn1c(O)c(N=NC(=O)c2cccs2)c2ccccc21,-7,1%,-3,-20%,8%[57.1 µM],7%[57.1 µM],4%,-1.2,-0.5
C=CCSc1ncnc2sc(C)c(C)c12,5,-3%,-1,-14%,21%,-1%,-1%,10,1.0
O=C(OCC(=O)N1CCCc2ccccc21)c1cc(Cl)ccc1O,-8,-3%,-12,-28%,18%,11%,-2%,1.1,0.3
O=C(OCc1cccc([N+](=O)[O-])c1)c1ccc2ccccc2n1,0,3%,-8,-7%,8%[57.1 µM],1%[57.1 µM],-2%,0.1,1.6
CC1CC1C(=O)OCC(=O)Nc1cccc([N+](=O)[O-])c1 (stereo not drawn),-4,7%,9,-13%,17%[57.1 µM],11%[57.1 µM],-2%,-0.2,-0.1
O=C(OCCCC(=O)N1CCOCC1)c1ccccc1,8,4%,15,-6%,4%[57.1 µM],6%[57.1 µM],-3%,1.0,0.6
C/C(=N\NC(=O)c1cccc(S(=O)(=O)N2CCCC2)c1)c1ccco1,-4,-5%,1,-16%,11%[57.1 µM],3%[57.1 µM],-2%,0.4,0.2
O=C(Nc1ccc(F)cc1F)c1cncc(Br)c1,4,22%,-18,-16%,10%,5%,-7%,-0.8,0.5
C=CCn1c(SCC(=O)Nc2cc(C)on2)nc2sc(C)c(C)c2c1=O,-8,2%,nt,?,13%[57.1 µM],12%[57.1 µM],-3%,-1.8,nt
CCCNC(=O)C1CCCN(S(=O)(=O)c2ccc3c(c2)CC(C)N3C(=O)C2CC2)C1 (stereo not drawn),1,9%,-33,-26%,-15%,-4%,3%,-1.1,1.5
Cc1ccc(N2CC(NC(=O)c3ccc4c(c3)OCO4)CC2=O)cc1 (stereo not drawn),14,27%,nt,-21%,14%[57.1 µM],3%[57.1 µM],-7%,-0.3,0.3
CN(C(=O)COC(=O)CCC(=O)c1ccccc1)c1c(N)n(Cc2ccccc2)c(=O)[nH]c1=O,6,6%,9,-16%,-16%,-4%,-3%,-1.4,1.1
CCn1c(=O)cc(SCC(=O)NCCCN2CCN(c3ccccc3F)CC2)c2ccccc21,0,3%,-17,-5%,6%,4%,0%,-0.7,-0.3
CC(=O)NCCNc1nc2c(-c3cccc(C)c3)nnn2c2ccc(Cl)cc12,-1,8%,nt,-14%,18%,1%,-21%,0.6,0.4
CCOC(=O)c1nn(-c2ccc3c(c2)CCN3C(C)=O)cc1O,-3,-3%,13,-16%,41%[activator],442%[activator],-1%,-0.1,0.9
COc1ccc(C(=O)NNC(=O)CSc2nc3c(c(=O)n(C)c(=O)n3C)n2C)cc1,19,0%,-3,-19%,21%,10%[57.1 µM],3%,0.2,-0.1
CC(C)N=C1NN=C(c2cccs2)C(CC(=O)O)S1 (stereo not drawn),3,3%,-15,-18%,?,-2%,-7%,-0.6,-1.2
COC(=O)c1ccc(COc2ccc3c(C)c(C)c(=O)oc3c2)o1,20,3%,-21,0%,142%[activator][57.1 µM],121%[activator][57.1 µM],70%[activator],0.5,0.6
CCOc1ccccc1NC(=O)c1c(NCc2sccc2C)sc2c1CCC(C)C2 (stereo not drawn),8,nt,nt,-24%,4%[57.1 µM],-6%[57.1 µM],1%,0.3,nt
CS(=O)(=O)N1CCCC(C(=O)NCCN2CCC(Cc3ccccc3)CC2)C1 (stereo not drawn),3,-1%,5,9%,5%,6%,-1%,-0.2,16
COc1ccc([N+](=O)[O-])cc1N(CC(=O)NC1CCCCC1)S(C)(=O)=O,-7,9%,-2,?,21%[57.1 µM],-5%,0%,-0.5,0.5
COC(=O)c1c(-c2ccccc2Cl)noc1/C=C/N(C)C,7,-7%,-6,-17%,8%,-14%,58%[activator],-0.7,-0.5
O=C1C(c2ccc(F)cc2)N(CCc2ccc(Cl)cc2)C(=O)CN1C1CCCCC1 (stereo not drawn),0,0%,nt,?,11%[57.1 µM],5%[57.1 µM],2%,0.3,0.3
O=C(NN/C(=N/S(=O)(=O)c1ccc(Cl)cc1)c1ccccc1)c1cccc(Cl)c1,18,4%,-18,-11%,27%[57.1 µM],8%[57.1 µM],1%,-0.9,-0.8
COc1ccc(CN(Cc2ccco2)c2cnc(S(C)(=O)=O)nc2C(=O)Nc2ccc(F)cc2)cc1,3,-6%,nt,?,23%,4%,3%,-0.3,3.2
CCOC(=O)N1CCN(CCC(=O)Nc2cc(C)ccc2C)CC1,-4&7,-1%&-1%,nt,-15%&-11%,-4%&30%,-2%&9%,-2%&-8%,0.7&-1.5,-1.7
CCOc1ccc(C(=O)NCCCCNC(=O)c2ccc(OCC)cc2)cc1,-14,14%,-4,-5%,3%[57.1 µM],6%[57.1 µM],-2%,-1.0,-0.8
Cc1cccc(NCC(=O)N/N=C/c2cccc(Br)c2)c1,-9,13%,-4,-21%,24%,1%,-3%,0.8,-0.5
Cc1cc(NC(=O)C(C)C)cc(-c2nc3ncccc3o2)c1O,4,1%,nt,-29%,6%,-1%,2%,0.1,-0.5
COc1ccc(OC)c(-n2c(=S)[nH]c3cc(C(=O)N4CCC(C(N)=O)CC4)ccc3c2=O)c1,-1,6%,-21,-17%,-26%,-1%,-11%,0.8,0.2
O=c1cc(CSc2ncn[nH]2)[nH]c2ccc(F)cc12,1,12%,nt,-9%,17%[57.1 µM],3%[57.1 µM],-4%,0.4,nt
O=S(=O)(NC1=NCCC1)c1cccc(NC(=S)Nc2ccc(OC(F)F)cc2)c1,nt,0%,nt,-22%,-64%,-2%,0%,nt,nt
COc1ccc(NC(=O)C(=O)N2N=C(C(C)C)CC2(O)C(F)(F)F)cc1 (stereo not drawn),nt,1%,nt,4%,5%,-3%,-6%,nt,nt
CC(C)N(CCNC(=O)C1CCC(=O)N1Cc1ccc(F)cc1)Cc1ccccc1 (stereo not drawn),1,-2%,-2,-13%,-14%,-8%,-2%,-0.1,0.5
NC(=O)Cc1nc2scc(-c3ccccc3)c2c(=O)[nH]1,3,9%,19,-22%,7%[57.1 µM],-4%[57.1 µM],20%,1.5,0.8
CC1CCCN(C(=O)CSCC(=O)Nc2nc(-c3cccs3)cs2)C1 (stereo not drawn),-5,-2%,1,-26%,8%[57.1 µM],3%[57.1 µM],23%,2.5,-1.1
CCN(CC)C(=O)Oc1ccnc2cc(Cl)ccc12,0,20%,nt,-13%,19%,3%,0%,-0.6,nt
Cc1ccc(NC(=O)CCCCCNS(=O)(=O)c2ccc(C)cc2)cc1,1,0%,nt,-15%,10%[57.1 µM],5%[57.1 µM],5%,-1.1,nt
Cc1cccc(CC(=O)NC2CC(=O)N(c3cccc(F)c3)C2)c1 (stereo not drawn),1,13%,nt,-19%,19%[57.1 µM],5%[57.1 µM],-11%,0.0,0.4
CC(C)OP(=O)(CCP(=O)(OC(C)C)OC(C)C)OC(C)C,3,4%,-2,1%,13%[57.1 µM],-18%[57.1 µM],0%,1.2,0.0
CCCSc1nc2sc3c(c2c(=O)n1-c1ccc(OC)cc1)CCN(C)C3,13,5%,4,-8%,5%[57.1 µM],3%[57.1 µM],17%,-0.7,0.1
N#C/C=C(/c1ccc(F)cc1)N1CCOCC1,-9,2%,3,-19%,13%,6%,-2%,0.1,0.4
CC(=O)c1cccc(N(C(=O)c2ccco2)C(C(=O)NC2CCCC2)c2ccncc2)c1 (stereo not drawn),6,7%,11,4%,-12%,78%[activator],-3%,0.0,-0.6
Nc1ccc2c(c1)C(=O)C(=O)c1ccccc1-2,13,11%,5,1.3µM*,6.3µM*,4µM*,?,-1.1,0.3
Cc1cc(NC(=O)c2ccco2)no1,-2,3%,-25,-12%,23%[57.1 µM],3%[57.1 µM],1%,0.3,0.3
COc1cc(S(=O)(=O)NCCc2c(C)[nH]c3ccc(C)cc23)ccc1Br,-10,3%,nt,?,3%[57.1 µM],-9%[57.1 µM],2%,1.4,0.0
COc1ccc(/C=N/n2c(-c3n[nH]c4c3CCC4)n[nH]c2=S)c(OC)c1OC,0,2%,11,-6%,?,-4%,4%,-0.5,-0.7
CC1(C)CC(Nc2ccc(C(F)(F)F)cc2[N+](=O)[O-])CC(C)(C)N1,0,-2%,-2,-9%,9%,-4%,3%,1.5,0.0
Cc1c2cnn(CC(=O)NCCCN3CCCCC3)c(=O)c2c(C)n1Cc1ccccc1,0,1%,-24,-6%,14%[57.1 µM],1%[57.1 µM],2%,0.2,0.4
CCCSC1=NC2(CCN(C(=O)NC3CCCCC3)CC2)N=C1c1ccc(C)cc1,-10,-4%,nt,-15%,23%,6%,2%,0.3,-0.5

# Three compounds picked at random from the list so far:
SMILES,TRHR PAM,IDH1 R132H inh,D2 antagonist,USP1 inh,TrxR1 inh,TrxR1 substrate,Pin1 inhibitor,TRHR agonist,D2 agonist
CCOc1ccc(C(=O)NCCCCNC(=O)c2ccc(OCC)cc2)cc1,-14,14%,-4,-5%,3%[57.1 µM],6%[57.1 µM],-2%,-1.0,-0.8
CC1(C)CC(Nc2ccc(C(F)(F)F)cc2[N+](=O)[O-])CC(C)(C)N1,0,-2%,-2,-9%,9%,-4%,3%,1.5,0.0
O=C1C(c2ccc(F)cc2)N(CCc2ccc(Cl)cc2)C(=O)CN1C1CCCCC1 (stereo not drawn),0,0%,nt,?,11%[57.1 µM],5%[57.1 µM],2%,0.3,0.3

# Source: PubChem BioAssay (National Center for Advancing Translational Sciences (NCATS))
